# TcdB GH inh – inhibitors of Clostridioides difficile toxin B glycohydrolase | P18177 | inhibition, % at 9.99 µM | TcdB glycohydrolase enzymatic assay, plate reader | hit rate 0.24% among 350,000; in the data active = inhibition above about 10%
# The depositor's hits bear a star; & = joins results of further samples. This is a subset; count on the stated rates, not on these rows.
SMILES,TcdB GH inh
COc1ccc(-c2ccc3c(c2)O[C@@H](CN(C)C(=O)c2ccccc2F)[C@H](C)CN([C@@H](C)CO)S3(=O)=O)cc1,0.7
CC(=O)Nc1ccc2c(c1)C(=O)N(C)[C@@H]1CC[C@H](CC(=O)NCC3CC3)O[C@H]1CO2,-1.5
CN(C)C(=O)c1ccc(-c2ccccc2[C@H]2[C@@H](C#N)N(C(=O)C3CCC3)[C@@H]2CO)cc1,1.6
CCCN1C[C@@H](C)[C@@H](OC)CN(C)C(=O)c2ccc(NC(=O)C3CCC3)cc2OC[C@H]1C,-0.5
C[C@@H]1CCCCO[C@@H](CN(C)C(=O)NC2CCCCC2)[C@@H](C)CN([C@@H](C)CO)C(=O)c2cc(NS(=O)(=O)c3cn(C)cn3)ccc2O1,0.0
CCC(=O)Nc1ccc2c(c1)C(=O)N(C)[C@@H]1CC[C@H](CC(=O)N3CCCCC3)O[C@@H]1CO2,0.6
N#C[C@@H]1[C@@H](c2ccccc2-c2cccc(F)c2)[C@H](CO)N1C(=O)C1CCC1,-1.8
CCC(=O)N[C@H]1CC[C@@H](CCn2cc(CN(C)C)nn2)O[C@H]1CO,0.0
Cc1noc(C)c1NC(=O)N[C@@H]1C=C[C@H](CC(=O)NCc2ccc(Cl)c(Cl)c2)O[C@@H]1CO,-0.6
C[C@@H]1CN([C@@H](C)CO)C(=O)c2cc(NC(=O)Cc3ccccc3)ccc2O[C@H]1CN(C)Cc1ccc(Oc2ccccc2)cc1,-0.6
Cc1noc(C)c1NC(=O)N(C)C[C@H]1Oc2c(NC(=O)c3ccc(-c4nccs4)cc3)cccc2C(=O)N([C@@H](C)CO)C[C@@H]1C,0.1
COc1ccc(C(=O)N2C[C@H]3[C@@H](c4ccccc42)[C@H](CO)N3Cc2ccccc2)cc1,0.1
C[C@@H]1CN([C@@H](C)CO)C(=O)c2cccc(NC(=O)C3CC3)c2O[C@@H]1CN(C)Cc1ccc(Oc2ccccc2)cc1,0.0
C[C@@H]1CN([C@@H](C)CO)C(=O)c2cc(NS(C)(=O)=O)ccc2O[C@@H](C)CCCCO[C@H]1CN(C)C(=O)NC1CCCCC1,1.3
COc1ccc(NC(=O)N(C)C[C@H]2Oc3ccc(NC(=O)CCCN(C)C)cc3C(=O)N([C@@H](C)CO)C[C@@H]2C)cc1,0.2
Cc1cccc(S(=O)(=O)N2C[C@@H](O)COC[C@H]3O[C@@H](CC(=O)NCCCN4CCOCC4)CC[C@@H]32)c1,-0.5
COc1ccc(S(=O)(=O)N(C)C[C@H]2Oc3ccc(NS(=O)(=O)c4ccc(F)cc4)cc3CC(=O)N([C@H](C)CO)C[C@@H]2C)cc1,0.5
COc1ccc(CN(C)C[C@@H]2Oc3ccc(NC(=O)CCC(F)(F)F)cc3C(=O)N([C@H](C)CO)C[C@H]2C)cc1,-1.2
O=C(c1cccnc1)N1CC(=O)N2[C@@H](CO)[C@@H](c3ccc(C#CCC4CCCC4)cc3)[C@@H]2C1,1.7
O=C(NC1CCCCC1)[C@H]1[C@H](CO)[C@H]2Cn3c(cccc3=O)[C@H]2N1CC1CCCCC1,0.7
C[C@H]1CN([C@@H](C)CO)C(=O)c2cc(/C=C/c3ccccc3)cnc2O[C@H]1CN(C)C(=O)c1ccc2c(c1)OCO2,1.5
C[C@@H]1CN([C@H](C)CO)C(=O)c2c(c3ccccc3n2C)-c2ccccc2CO[C@@H]1CN(C)C(=O)CCC(F)(F)F,0.1
O=C(N[C@@H]1CC[C@@H](CCNS(=O)(=O)c2ccc(Cl)cc2)O[C@H]1CO)c1cccc(F)c1,1.0
C[C@@H]1CN([C@@H](C)CO)C(=O)c2cc(C#CCN(C)C)cnc2O[C@H]1CN(C)C(=O)CCN1CCCCC1,-1.0
COc1ccc(S(=O)(=O)N[C@H]2CC[C@@H](CC(=O)NCc3ccccc3F)O[C@H]2CO)cc1,-0.9

# As a working copy, part of the list above.
SMILES,TcdB GH inh
COc1ccc(-c2ccc3c(c2)O[C@@H](CN(C)C(=O)c2ccccc2F)[C@H](C)CN([C@@H](C)CO)S3(=O)=O)cc1,0.7
CC(=O)Nc1ccc2c(c1)C(=O)N(C)[C@@H]1CC[C@H](CC(=O)NCC3CC3)O[C@H]1CO2,-1.5

# (list continues)
SMILES,TcdB GH inh
C[C@H]1CN([C@@H](C)CO)C(=O)c2cc(-c3cccc(F)c3)cnc2O[C@@H]1CN(C)C(=O)C1CCCCC1,0.8
C[C@@H]1CN([C@@H](C)CO)S(=O)(=O)c2ccc(-c3ccncc3)cc2O[C@H]1CN(C)C(=O)Nc1ccc(F)cc1,2.6
CCC(=O)N(C)C[C@H]1Oc2cc(C#CCC3CCCC3)ccc2S(=O)(=O)N([C@@H](C)CO)C[C@@H]1C,-1.7
Cc1noc(C)c1S(=O)(=O)Nc1ccc2c(c1)CC(=O)N([C@H](C)CO)C[C@@H](C)[C@@H](CN(C)Cc1ccc3c(c1)OCO3)O2,-2.4
COc1cccc(C#Cc2ccc([C@@H]3[C@@H](CO)N4C(=O)CN(C(=O)C5CC5)C[C@H]34)cc2)c1,0.2
COc1cccc(S(=O)(=O)N(C)C[C@@H]2Oc3ncc(-c4cccc(C(=O)N(C)C)c4)cc3C(=O)N([C@@H](C)CO)C[C@@H]2C)c1,0.2
CN(C)CC(=O)Nc1ccc2c(c1)[C@@H]1C[C@H](CC(=O)NCc3ccc(Cl)cc3)O[C@@H](CO)[C@@H]1O2,0.5
C[C@H]1CN([C@@H](C)CO)C(=O)Cc2cc(NS(=O)(=O)c3ccc(Cl)cc3)ccc2O[C@@H]1CN(C)Cc1ccc(C(=O)O)cc1,-1.0
C[C@@H]1CN([C@H](C)CO)C(=O)c2cc(NC(=O)c3ccncc3)ccc2O[C@@H](C)CCCCO[C@H]1CN(C)S(=O)(=O)c1cn(C)cn1,0.7
CO[C@@H]1CN(C)C(=O)c2cc(NC(=O)NC(C)C)ccc2OC[C@@H](C)N(C(=O)CN(C)C)C[C@@H]1C,0.3
CN1C(=O)c2cc(NC(=O)c3ccc(F)c(F)c3)ccc2OC[C@@H]2O[C@H](CC(=O)N[C@H]3CCN(Cc4ccccc4)C3)CC[C@H]21,-2.2
CC(C)NC(=O)N1C[C@@H]2[C@H](c3ccccc31)[C@H](CO)N2C(=O)Nc1ccc(F)cc1,0.2
N#C[C@@H]1[C@@H](c2ccc(C3=CCCC3)cc2)[C@H](CO)N1C(=O)c1cccc(F)c1,-3.4
COc1cccc(C#Cc2ccc([C@@H]3[C@H](C#N)N(C(=O)C4CCC4)[C@H]3CO)cc2)c1,1.0
Cn1cnc(CCNC(=O)C[C@H]2CC[C@@H]3[C@H](COC[C@H](O)CN3C(=O)Nc3ccccc3)O2)c1,0.0
C/C=C/c1ccc2c(c1)O[C@@H](CN(C)C(=O)Cc1cccnc1)[C@H](C)CN([C@H](C)CO)S2(=O)=O,-0.4
C[C@@H]1CCCCO[C@@H](CN(C)Cc2ccccc2)[C@H](C)CN([C@@H](C)CO)C(=O)c2cc(NC(=O)c3ccncc3)ccc2O1,0.0
O=C(Nc1cccc(Cl)c1)N[C@H]1CC[C@H](CCNC(=O)C2CCCC2)O[C@H]1CO,-6.2
C[C@H](CO)N1C[C@H](C)[C@H](CN(C)S(C)(=O)=O)Oc2ccc(NC(=O)CCC(F)(F)F)cc2CC1=O,-1.4
C[C@@H]1CN([C@H](C)CO)C(=O)Cc2cc(NC(=O)CCN3CCOCC3)ccc2O[C@H]1CN(C)Cc1ccc(Oc2ccccc2)cc1,0.0
O=C(C[C@H]1CC[C@@H]2[C@H](COC[C@H](O)CN2C(=O)c2ccncc2)O1)NC1CCC1,-0.3
CN(C[C@@H]1[C@@H](c2ccccc2)[C@H](CO)N1C(=O)c1ccccc1)C(=O)C1CCC1,-4.0
C[C@H](CO)N1C[C@H](C)[C@H](CN(C)S(=O)(=O)c2cccs2)Oc2ncc(C#Cc3cccc(F)c3)cc2C1=O,1.3
O=C(Nc1ccc(-c2ccccc2)cc1)[C@@H]1[C@@H](CO)[C@@H]2Cn3c(cccc3=O)[C@@H]2N1CC1CCCC1,1.1
C[C@H](NC(=O)C[C@H]1CC[C@H](NC(=O)CN2CCOCC2)[C@H](CO)O1)c1ccccc1,-0.1

# By substructure, those above with a Cl atom.
SMILES,TcdB GH inh
Cc1noc(C)c1NC(=O)N[C@@H]1C=C[C@H](CC(=O)NCc2ccc(Cl)c(Cl)c2)O[C@@H]1CO,-0.6
O=C(N[C@@H]1CC[C@@H](CCNS(=O)(=O)c2ccc(Cl)cc2)O[C@H]1CO)c1cccc(F)c1,1.0
CN(C)CC(=O)Nc1ccc2c(c1)[C@@H]1C[C@H](CC(=O)NCc3ccc(Cl)cc3)O[C@@H](CO)[C@@H]1O2,0.5
C[C@H]1CN([C@@H](C)CO)C(=O)Cc2cc(NS(=O)(=O)c3ccc(Cl)cc3)ccc2O[C@@H]1CN(C)Cc1ccc(C(=O)O)cc1,-1.0
O=C(Nc1cccc(Cl)c1)N[C@H]1CC[C@H](CCNC(=O)C2CCCC2)O[C@H]1CO,-6.2

# Remaining list, next part
SMILES,TcdB GH inh
COc1ccc(-c2cnc3c(c2)C(=O)N([C@@H](C)CO)C[C@@H](C)[C@@H](CN(C)S(C)(=O)=O)O3)cc1,-4.7
C[C@@H]1CN([C@H](C)CO)C(=O)Cc2cc(NS(=O)(=O)c3ccccc3)ccc2O[C@@H]1CN(C)CC1CCCCC1,-2.2
C[C@@H]1CN([C@H](C)CO)C(=O)c2cccc(NC(=O)C3CCCCC3)c2O[C@@H]1CN(C)C(=O)Nc1ccc(F)cc1,1.3
CO[C@@H]1CN(C)C(=O)c2ccc(NC(=O)NC(C)C)cc2OC[C@@H](C)N(Cc2ccccc2)C[C@H]1C,-0.7
O=C(C[C@@H]1C[C@@H]2c3cc(NS(=O)(=O)c4ccc(F)cc4)ccc3O[C@@H]2[C@@H](CO)O1)NCCN1CCCCC1,-0.6
COc1cccc(-c2ccc3n(c2=O)C[C@@H]2[C@@H](CO)[C@H](C(=O)NCC4CC4)N(C(=O)NC(C)C)[C@H]32)c1,-0.1
C[C@H]1CN([C@@H](C)CO)C(=O)c2cc(NC(=O)CCCN(C)C)ccc2O[C@@H]1CN(C)Cc1ccc(Oc2ccccc2)cc1,2.4
CCNC(=O)C[C@@H]1CC[C@H]2[C@@H](COC[C@H](O)CN2C(=O)Nc2c(C)noc2C)O1,0.9
N#C[C@@H]1[C@H](c2ccc(C3=CCCCC3)cc2)[C@H](CO)N1C(=O)NC1CCCCC1,-0.2
COc1ccc(-c2cnc3c(c2)C(=O)N([C@H](C)CO)C[C@H](C)[C@H](CN(C)C)O3)cc1,-1.1&-1.0
COCC#Cc1ccc2c(c1)O[C@@H](CN(C)Cc1ccccc1F)[C@@H](C)CN([C@@H](C)CO)S2(=O)=O,-0.3
CCCNC(=O)N1CC2(C1)[C@@H](c1ccccc1)[C@@H](CO)N2C(=O)C1CC1,-0.4
C[C@H](CO)N1C[C@H](C)[C@@H](CN(C)Cc2ccc3c(c2)OCCN3C)OCc2cn(nn2)CCCC1=O,-4.4
CS(=O)(=O)Nc1ccc2c(c1)[C@@H]1C[C@H](CC(=O)NCc3cccnc3)O[C@H](CO)[C@@H]1O2,-0.7
C[C@H](CO)N1C[C@H](C)[C@H](CN(C)C(=O)Nc2ccc(F)cc2)OCCCC[C@H](C)Oc2ccc(NS(C)(=O)=O)cc2C1=O,0.9
C[C@@H]1CCCCO[C@@H](CN(C)Cc2ccc3c(c2)OCO3)[C@H](C)CN([C@@H](C)CO)C(=O)c2cc(NC(=O)C3CCCCC3)ccc2O1,0.1
CO[C@H]1CN(C)C(=O)c2ccc(NC(=O)C3CC3)cc2OC[C@@H](C)N(C(=O)CN(C)C)C[C@H]1C,0.2
CCCC(=O)Nc1ccc2c(c1)OC[C@H](C)N(Cc1ccccc1)C[C@@H](C)[C@@H](OC)CN(C)C2=O,0.4
C[C@H](CO)N1C[C@H](C)[C@H](CN(C)CC2CC2)Oc2ccc(NC(=O)Cc3cn(C)c4ccccc34)cc2C1=O,0.1
COc1ccc(CN(C)C[C@@H]2Oc3ccc(NS(=O)(=O)c4cccs4)cc3CC(=O)N([C@@H](C)CO)C[C@H]2C)cc1,-1.4
CCC(=O)N[C@@H]1CC[C@H](CC(=O)OC)O[C@H]1CO,-0.4
CNC[C@H]1Oc2cc(C#CCOC)ccc2S(=O)(=O)N([C@@H](C)CO)C[C@H]1C,0.6
C[C@@H]1CN([C@@H](C)CO)C(=O)c2cc(NC(=O)CCCCCC(=O)Nc3ccccc3N)ccc2O[C@H]1CN(C)Cc1ccc(C(F)(F)F)cc1,-4.6
C[C@@H]1CN([C@@H](C)CO)S(=O)(=O)c2ccc(C#Cc3ccncc3)cc2O[C@@H]1CN(C)CC1CC1,-0.1
C[C@@H]1CN([C@@H](C)CO)C(=O)c2cccc(NC(=O)c3nc4ccccc4s3)c2O[C@@H]1CN(C)C(=O)Nc1ccc2c(c1)OCO2,0.1
COc1ccc(S(=O)(=O)N(C)C[C@H]2Oc3c(NS(=O)(=O)c4c(C)noc4C)cccc3C(=O)N([C@@H](C)CO)C[C@H]2C)cc1,-2.5
C[C@H]1CN([C@@H](C)CO)C(=O)c2cccc(NC(=O)NC3CCCCC3)c2O[C@H]1CN(C)Cc1ccc(C(=O)Nc2ccccc2N)cc1,0.3
Cc1ccc(S(=O)(=O)N(C)C[C@@H]2Oc3ccc(NC(=O)Nc4ccc(F)cc4)cc3CC(=O)N([C@@H](C)CO)C[C@H]2C)cc1,1.3
Cc1ccc(S(=O)(=O)Nc2ccc3c(c2)C(=O)N([C@H](C)CO)C[C@H](C)[C@H](CN(C)C(=O)CCCN(C)C)OCCCC[C@@H](C)O3)cc1,-0.1
C[C@H]1CN([C@@H](C)CO)C(=O)c2cccc(NC(=O)c3ccncc3)c2O[C@H]1CN(C)CC1CC1,0.1

# Among those listed so far, 4 contain two or more sulfur atoms:
SMILES,TcdB GH inh
COc1ccc(S(=O)(=O)N(C)C[C@H]2Oc3ccc(NS(=O)(=O)c4ccc(F)cc4)cc3CC(=O)N([C@H](C)CO)C[C@@H]2C)cc1,0.5
C[C@H](CO)N1C[C@H](C)[C@H](CN(C)S(=O)(=O)c2cccs2)Oc2ncc(C#Cc3cccc(F)c3)cc2C1=O,1.3
COc1ccc(CN(C)C[C@@H]2Oc3ccc(NS(=O)(=O)c4cccs4)cc3CC(=O)N([C@@H](C)CO)C[C@H]2C)cc1,-1.4
COc1ccc(S(=O)(=O)N(C)C[C@H]2Oc3c(NS(=O)(=O)c4c(C)noc4C)cccc3C(=O)N([C@@H](C)CO)C[C@H]2C)cc1,-2.5

# High-throughput results deposited in PubChem by Broad Institute.
